MC4R antagonist: MC4R antagonists of cAMP signaling, primary screen, cell-based, TR-FRET, antagonist arm of biased-ligand search; Melanocortin receptor 4 (Homo sapiens), P32245; MC4R-expressing cells, MTII-stimulated cAMP, LANCE TR-FRET; inhibition, % at 6.5 µM; hit rate 0.48% among 360,000; AID 540295, 2011;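 active means inhibition above its plate's cutoff, the mean of tested wells on that plate plus 3 SD, cut at about 29% in these data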;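 further: 0% = Melanotan II alone and 100% = Melanotan II plus saturating MCL0020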
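Assay system: human MC4R-expressing U2OS cells; reagent: Melanotan II stimulation of cells; dosing: 6.5 µM single dose; timing: compound 30 min, challenge 1 h, detection 1 h; signal: TR-FRET cAMP assay; replicates: one well per compound, no replicates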
NOD2-RIPK2 inh: NOD2-RIPK2 binding disruptors in cells, primary screen, fluorescence, CHO cells, BLA complementation; AID 624267, 2012; hit rate 0.38% among 360,000; inhibition, % at 4.98 µM; Receptor-interacting serine/threonine-protein kinase 2 (Homo sapiens), O43353; CCF4 ratio; in the data active means inhibition above about 21%;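 further: 0% = vehicle only and 100% = reference blocker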
Vif inh: HIV Vif self-association inhibitors, primary screen, imaging, HEK293T, single point; HEK293T cells, Vif self-association by quenched fluorescence, 24 h; hit rate 0.35% among 340,000; inhibition, % at 7.49 µM; in the data active means inhibition above about 50%, passing the limit was not always enough; inconclusive means no clear call, values can overlap the other calls; inactive means below about 31%; further: some results filed as inactive read as strong as hits
ABHD5-PLIN5 inh: ABHD5-PLIN5 interaction inhibitors, primary screen, cell lysate, split luciferase complementation, luminescence; AID 602281, 2012; hit rate 0.78% among 360,000; inhibition, % at 4 µM; Perilipin-5 (Homo sapiens) + 1-acylglycerol-3-phosphate O-acyltransferase ABHD5 (Homo …; Split G. princeps luciferase complementation, 4 h;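 active means inhibition above the mean inhibition across every tested compound plus 3 SD, cut at about 22% in these data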;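 further: 0% = DMSO only wells and the 100% control is not disclosed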
Target sequence (Q00G26 whole entry, looked up): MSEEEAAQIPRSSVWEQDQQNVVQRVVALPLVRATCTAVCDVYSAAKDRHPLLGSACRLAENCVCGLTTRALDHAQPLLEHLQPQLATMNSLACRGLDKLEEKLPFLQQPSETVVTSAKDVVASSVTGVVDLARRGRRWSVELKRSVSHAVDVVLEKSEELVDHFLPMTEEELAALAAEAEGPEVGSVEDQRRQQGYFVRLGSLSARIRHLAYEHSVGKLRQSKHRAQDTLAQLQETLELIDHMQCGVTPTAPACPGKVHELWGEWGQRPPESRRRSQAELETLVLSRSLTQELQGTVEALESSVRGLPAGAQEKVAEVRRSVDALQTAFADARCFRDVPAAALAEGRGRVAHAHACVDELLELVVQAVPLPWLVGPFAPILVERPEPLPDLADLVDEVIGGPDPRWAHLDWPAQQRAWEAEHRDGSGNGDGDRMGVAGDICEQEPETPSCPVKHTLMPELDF
Target sequence (Q8WTS1 whole entry, looked up): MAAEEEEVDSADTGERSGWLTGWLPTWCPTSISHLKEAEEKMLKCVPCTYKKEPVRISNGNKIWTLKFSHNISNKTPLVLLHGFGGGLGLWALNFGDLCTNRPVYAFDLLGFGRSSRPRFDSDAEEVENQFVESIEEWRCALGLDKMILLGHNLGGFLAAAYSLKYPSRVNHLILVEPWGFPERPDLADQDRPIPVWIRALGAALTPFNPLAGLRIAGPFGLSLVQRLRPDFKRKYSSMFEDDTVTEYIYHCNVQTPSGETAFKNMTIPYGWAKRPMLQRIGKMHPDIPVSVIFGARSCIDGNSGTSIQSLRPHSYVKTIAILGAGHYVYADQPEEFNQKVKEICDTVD
aDG glyco act: activators of alpha-DG glycosylation, primary screen, uHTS, Pro5-aDG cells, AlphaScreen. alpha-DG glycosylation AlphaScreen (IIH6); 0% Pro5, 100% B10-LARGE cell signal. activation, % at 10 µM. hit rate 0.22% among 360,000;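 active means activation of at least 8% versus controls, or a plate z-score of at least 8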;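 further: Pro5 are CHO cells carrying HIG-tagged alpha-DG that lacks glycosylation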
TLR9-MyD88 block: inhibitors of TLR9-MyD88 association in cells, primary screen, cell-based, CHO, BLA complementation, fluorescence | inhibition, % at 4.98 µM | Toll-like receptor 9 (Homo sapiens) + Myeloid differentiation primary response protein … | CCF4 FRET ratio | hit rate 0.21% among 340,000 | AID 504734, 2011;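 active means inhibition above the mean over all tested compounds plus 3 SD, cut at about 21% in these data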;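 further: 0% = DMSO only wells and 100% = clavulanate BLA inhibitor control wells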
Exocytosis inh: LAMP-1 surface exposure blockers, TALL-104 cells – cell-based, flow cytometry, MLPCN library, primary screen | TALL-104 LAMP-1 surface exposure; cells stimulated with thapsigargin and PMA | AID 651702, 2012 | hit rate 0.66% among 360,000 | inhibition, % at 10 µM;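 active means inhibition above about 55%, limit read from the data; inconclusive means no clear call, values can overlap the other calls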
Glyco luc inh: increase of ERlucT glycosylation luciferase signal, primary screen, N-linked glycosylation inhibitor project, D54 ERlucT cells, luminescence, set 2; D54 ERlucT glycosylation luciferase reporter, 24 h; percent of 100 nM tunicamycin response; hit rate 0.23% among 360,000; AID 588692, 2011; reporter increase, % at 12.5 µM;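 active means mean luciferase reporter signal, scaled so untreated is 0 and the glycosylation-blocking control 100, at or above a set limit in every replicate; inconclusive means mean reaches the limit but not every replicate does; inactive means mean below the limit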;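 further: luciferase carries N-glycosylation sites so blocking glycosylation raises the light; 0% = median of neutral control wells and 100% = median of 100 nM tunicamycin wells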
ABCB6 inh 2: ABCB6 transporter inhibitors, primary screen, K562-ABCB6 cells, flow cytometry, MLPCN library; ATP-binding cassette sub-family B member 6 (Homo sapiens), Q9NP58; K562-ABCB6 porphyrin accumulation, 1 h; hits give low values; fluorescence ratio to DMSO, % at 10 µM; hit rate 0.19% among 360,000; AID 602162, 2011;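 active means fluorescence ratio to DMSO below 75%, the collection mean minus 3 SD; inconclusive means too few cells collected in the well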;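 further: signal is porphyrin accumulated inside mitochondria; 100% equals median channel fluorescence of DMSO control wells; lower ratio means ABCB6 inhibition with less porphyrin fluorescence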
MC4R barr agon: MC4R agonists recruiting beta-arrestin, primary screen, cell-based, luminescence, agonist arm of biased-ligand search; activation, % at 8.9 µM; U2OS MC4R beta-arrestin complementation; percent of melanotan II response, DMSO zero; hit rate 0.98% among 360,000;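 active means activation above a per-plate cutoff, the mean activation of sample wells on that plate plus 3 SD, cut at about 8% in these data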
Numbers without * were called inactive; ? = inconclusive; nt = not tested or not shown.

SMILES	MC4R antagonist	NOD2-RIPK2 inh	Vif inh	ABHD5-PLIN5 inh	aDG glyco act	TLR9-MyD88 block	Exocytosis inh	Glyco luc inh	ABCB6 inh 2	MC4R barr agon
CCOc1ccccc1OCCOCCOc1ccccc1[N+](=O)[O-]	-4.9	-10.7	1.5	3.5	-0.1	-80.3	-0.3	1.1	102.0	-1.2
COCCNc1ccc(S(=O)(=O)N2CCCC2)cn1	0.0	1.8	0.5	4.7	0.0	1.3	11.2	3.6	99.0	4.0
COc1ccc(S(=O)(=O)c2ccc(OC)c(OC)c2)cc1OC	-0.3	-1.1	3.1	2.8	0.1	1.3	0.1	0.5	98.0	0.5
COc1cc(C(=O)NCC(=O)n2nc(C)cc2C)cc(OC)c1OC	-0.2	-6.0	nt	1.3	-0.2	-3.4	-1.8	nt	91.0	0.8
COc1ccccc1NC(=O)Cn1c(O)c(N=NC(=O)c2ccccc2O)c2ccccc21	8.3	-9.1	116.5*	0.9	-0.8	-3.6	0.6	1.4	159.0	-3.4
COc1ccc(C(=O)Nc2cccc(C(=O)O)c2)cc1S(=O)(=O)N1CCCC1	12.9	-3.9	-8.4	-1.2	-0.1	-11.4	-2.5	0.9	102.0	-3.1
Cc1cc(C)c2ccc(NN)nc2c1O	-2.2	-7.5	nt	0.0	-0.4	6.0	-3.2	1.1	102.0	-2.8
O=C(Nc1ccc(F)cc1)C1CCCN1S(=O)(=O)c1ccc(Br)cc1 (stereo unspecified)	3.1	0.6	-1.8	1.1	0.2	0.1	-4.0	-0.6	99.0	-0.3
CCOc1ccc(S(=O)(=O)NCCCN2CCOCC2)cc1	0.4	-3.9	-9.8	1.0	0.0	-2.3	-2.0	0.9	94.0	-0.8
CCCN(CC(=O)Nc1cc(C)on1)CC(=O)Nc1ccc(F)c(F)c1F	1.3	-1.6	-2.3	3.0	0.3	6.2	-11.9	-3.7	99.0	0.0
Cc1cc(Cl)ccc1NC(=O)c1ccc2c(c1)CCN2S(C)(=O)=O	8.5	-0.3	3.4	-3.6	-0.2	7.1	1.8	-1.5	94.0	-3.1
CN1CCN(c2ccc(Cl)cc2NC(=O)/C=C/c2ccc(F)cc2)CC1	2.4	-3.0	19.7	15.0	1.7	-8.7	17.3	-0.1	91.0	-0.5
Cc1cc(C)n2nc(SCC(=O)N3CCCC3)nc2n1	10.4	-5.3	-6.2	-7.4	0.3	-5.8	-1.7	1.3	101.0	1.3
Oc1ccc(/C=N/n2c(-c3ccccc3)n[nH]c2=S)cc1Br	11.7	-8.0	-0.9	-4.5	0.0	-6.3	11.7	-0.2	100.0	0.0
Cc1ccc(S(=O)(=O)N2C[C@@H]3[C@H]4CC[C@H](C4)[C@@H]3[C@@H](C)C2CC(=O)c2ccccc2)cc1 (stereo partly specified)	5.1	2.7	-6.7	-2.9	0.3	-0.1	3.0	-9.0	94.0	-3.1
O=C(NCc1ccco1)C1CCCN(S(=O)(=O)c2cnc[nH]2)C1 (stereo unspecified)	4.1	10.3	6.0	0.2	0.0	3.2	2.4	1.3	103.0	-0.5
COc1ccc(C(CNC(=O)COc2ccc(F)cc2Br)N2CCCC2)cc1 (stereo unspecified)	1.6	0.6	-8.9	10.4	0.8	2.0	3.1	-5.3	98.0	-1.3
O=S(=O)(N(Cc1ccccc1)[C@H](CO)Cc1ccccc1)N(Cc1ccccc1)[C@H](CO)Cc1ccccc1	14.3	-2.4	2.7	-10.0	-0.2	-15.2	0.4	-2.2	100.0	28.1*
Cc1cc(NC(=O)Nc2ccc(F)cc2)no1	5.9	-5.3	5.5	0.1	0.1	-0.9	0.1	1.7	104.0	0.2
CCCCn1nc(C(=O)NC2CCCCCC2)c2ccccc2c1=O	6.1	-0.2	-2.3	-0.2	0.4	-3.6	8.8	-2.8	101.0	4.8
CC[N+](CC)(CC)CCOc1ccc(/C=C/c2ccccc2)cc1	12.6	-5.6	2.4	5.2	0.0	-12.8	1.9	-7.0	95.0	0.3
COc1ccc(-c2nnnn2C)cc1S(=O)(=O)NCCc1ccccc1	3.4	-3.4	-7.0	4.0	-0.1	1.9	-2.9	-1.2	91.0	-0.3
COc1cc(Cl)c(C)cc1NC(=O)[C@@H]1CCCN1C(=O)c1cccs1	3.9	-0.4	-0.2	5.6	-0.1	5.3	-0.9	3.0	107.0	-1.0
CCCCSc1nc(NCc2ccco2)c2c3c(sc2n1)COC(C)(C)C3	-0.2	-2.0	-2.3	7.9	0.8	-3.8	-3.1	-4.2	97.0	-0.8
Cc1ccc(C)c(NC(=O)c2ccccc2NS(=O)(=O)c2cc([N+](=O)[O-])ccc2C)c1	8.2	5.6	6.8	-0.4	0.3	4.7	20.6	-8.0	90.0	-0.7
O=C(Cn1ncc2c([nH]c3ccccc32)c1=O)NCCCN1CCN(c2ccccc2)CC1	14.8	-9.3	-1.1	-1.4	0.2	4.8	0.9	-0.8	93.0	-3.4
Cc1cc(CNCc2cn(C)nc2-c2ccc(Oc3ccccc3)cc2)on1	7.6	0.4	-2.7	5.0	0.2	-1.0	-0.2	-3.6	97.0	-1.3
Cn1c(CN2CCC(C(N)=O)CC2)c(C#N)c2ccccc21	-1.4	-5.0	0.8	5.1	0.1	-3.2	5.0	-0.1	98.0	-1.0
CCOC(=O)Nc1ccc2nc(N3CCCCCC3)sc2c1	-24.0	6.2	6.0	-2.6	-0.2	8.7	11.8	16.0	87.0	-0.2
O=C(Nc1nc(-c2cccnc2)cs1)c1ccc(S(=O)(=O)N2CCOCC2)cc1	-3.1	-0.1	-0.1	-10.8	0.1	-11.9	-1.0	-1.1	96.0	0.5
CCOc1ccccc1N(CC(=O)NC1CCCCC1)C(=O)CCCC(=O)Nc1ccccn1	5.2	-1.1	-2.0	5.3	0.2	-4.3	-2.8	-1.0	101.0	-2.7
CC(C)CCn1c(CN2CCOCC2)nc2c1c(=O)n(C)c(=O)n2C	10.9	-12.8	2.4	4.2	0.0	0.0	0.6	2.7	99.0	-0.5
Cc1c(OC(C)C(=O)N[C@@H](Cc2ccccc2)C(=O)O)ccc2c3c(c(=O)oc12)CCCC3 (stereo partly specified)	20.7	-10.5	7.1	-3.5	-0.2	-6.2	3.9	-1.1	102.0	-0.6
COc1cc(CCC(=O)NCc2ccc(Cl)cc2)cc(OC)c1OC	-0.1	-4.3	-4.3	6.6	0.1	-5.0	0.3	2.4	96.0	-2.0
CCN(CCCNC(=O)Cn1ncc2c([nH]c3ccc(C)cc32)c1=O)Cc1ccccc1	9.8	3.2	-6.4	-0.1	0.0	-2.8	0.3	-0.3	92.0	-2.5
COc1ccc(S(=O)(=O)Cc2ccc(C(=O)NCCCN(C)c3ccccc3)o2)cc1	-3.0	0.2	4.6	6.6	-0.6	-9.2	1.2	-3.9	101.0	2.9
Cc1ccc(NC(=O)Nc2cccnc2)cc1NC(=O)Nc1cccnc1	-2.5	-3.3	-6.8	-7.8	-0.3	-4.9	2.8	5.2	100.0	0.0
Cc1ccc2c(c1)S(=O)(=O)c1ccc3ccccc3c1N2	3.4	-5.1	?	0.5	0.3	-8.5	0.6	-1.5	91.0	3.0
OC(c1ccc(Cl)c(F)c1)c1ncc(-c2ccccc2Cl)[nH]1 (stereo unspecified)	5.5	0.2	nt	-12.8	-0.3	nt	-0.4	0.2	101.0	5.4
Cc1ccc(-n2c3c(cc(C(=O)NCc4ccco4)c2=O)C(=O)CC(C)(C)C3)cc1	9.4	3.1	-3.0	0.2	1.8	4.5	0.0	-0.7	96.0	2.2
CC(=O)c1nn(-c2ccc(C)cc2)cc1C(=O)c1cccc(Br)c1	-2.8	2.3	-1.3	-1.8	0.1	-8.5	-9.6	-3.4	98.0	-1.5
Cc1cc2ccccc2n1CCNC(=O)C(C)(C)C	-4.3	-11.7	29.6	-0.3	-0.1	8.4	0.0	1.3	?	-1.1
Cc1cc(Cl)ccc1OC(C)C(=O)N1CCCN(C(=O)C(C)Oc2ccc(Cl)cc2C)CC1 (stereo unspecified)	15.1	3.8	-8.4	5.2	1.9	-8.4	23.0	-0.4	93.0	1.9
COC(=O)C[C@H]1CC[C@@H]2[C@H](COC[C@H](O)CN2S(=O)(=O)c2ccccc2OC)O1	nt	-6.0	nt	-3.3	0.1	nt	7.5	nt	nt	nt
CC(=O)Nc1ccccc1NC(=O)C(F)(F)F	4.0	-1.2	1.0	-0.5	-0.1	-1.0	3.1	3.3	95.0	0.5
COc1cccc(C(C(=O)NCC2CCCO2)N(C(=O)Cn2nnc3ccccc32)c2ccc(NC(C)=O)cc2)c1 (stereo unspecified)	1.4	-9.0	34.4	-5.0	0.1	3.6	-6.1	0.4	100.0	-0.6
CCOC(=O)COc1ccc2c(c1)C(=O)CC(C)(c1cccnc1)O2 (stereo unspecified)	19.9	-8.8	11.7	-0.7	-0.2	-12.1	1.7	-0.3	99.0	-2.5
COCC(=O)N1CCC(Oc2ccc(C(=O)NC3Cc4ccccc4C3)cc2)CC1	0.9	8.5	-10.6	0.2	0.5	2.0	-1.4	-3.1	91.0	-2.3

Vif inh, what is marked active above
SMILES	MC4R antagonist	NOD2-RIPK2 inh	Vif inh	ABHD5-PLIN5 inh	aDG glyco act	TLR9-MyD88 block	Exocytosis inh	Glyco luc inh	ABCB6 inh 2	MC4R barr agon
COc1ccccc1NC(=O)Cn1c(O)c(N=NC(=O)c2ccccc2O)c2ccccc21	8.3	-9.1	116.5*	0.9	-0.8	-3.6	0.6	1.4	159.0	-3.4

The listing continues:
SMILES	MC4R antagonist	NOD2-RIPK2 inh	Vif inh	ABHD5-PLIN5 inh	aDG glyco act	TLR9-MyD88 block	Exocytosis inh	Glyco luc inh	ABCB6 inh 2	MC4R barr agon
CCN1C(=O)/C(=C/c2cn(C)nc2C)SC1=S	-7.5	3.0	1.1	-2.2	0.2	3.2	-1.5	2.3	91.0	-2.7
CCOc1ccccc1NC(=O)Cn1nnc(-c2ccc(OCC)c(OCC)c2)n1	-1.3	-6.2	14.1	-4.7	0.3	-5.9	3.2	-3.8	79.0	9.7*
CC(C)CCN1C(=O)c2ccccc2C1c1nnnn1Cc1ccccc1 (stereo unspecified)	nt	-20.1	nt	-0.5	-0.3	nt	-3.8	nt	94.0	nt
CN(CC(=O)Nc1ccc(Cl)c(C(F)(F)F)c1)C(=O)CCCc1nc2ccccc2c(=O)[nH]1	1.0	-1.1	28.5	2.6	0.1	7.7	-4.2	-2.2	94.0	-1.9

Compound activity: PubChem BioAssay, several laboratories

An excerpt. The share of hits here may be higher or lower than overall.
